# Screening data: PubChem BioAssay, several laboratories
# RGS4 pot: RGS4 potentiation or activation. HEK293 M3R/inducible RGS4, carbachol calcium flux Fluo4; hits give low values. 310,000 compounds, 0.92% hits. B-score at 10 µM;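 active = B-score of the integrated calcium signal more than 4 SD below the library mean, with starting fluorescence not abnormally high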;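 also: negative B-score means reduced calcium response which marks RGS4 activation or potentiation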
#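 Detection: kinetic calcium fluorescence imaging with Fluo4-AM dye, 2 µM / Material: HEK293 cells with stable M3R and inducible RGS4 / Schedule: recording 10 s baseline at 1 Hz, 100 s post-agonist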
# KCNQ1 inh: blocks the human KCNQ1 potassium channel; P51787; CHO-K1 KCNQ1, FluxOR thallium flux fluorescence; hits give high values; B-score at 10 µM; 310,000 compounds, 1.3% hits; AID 2642;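 active = compounds whose thallium flux B-score, printed positive for inhibition, exceeds three library SD while starting fluorescence stays within three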;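 also: channel opened by potassium depolarization with thallium stimulus after 20 min compound exposure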
# hERG rescue: compounds protecting human hERG from proarrhythmic drug block. CHO-hERG, FluxOR thallium flux, dofetilide IC70 present. activation (rescue from dofetilide block), less the hit threshold, % at 10 µM. 310,000 compounds, 0.51% hits. Q12809;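 active = activation above the mean of controls blocked by dofetilide plus 5 SD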;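 also: thallium influx through hERG after potassium depolarization seen as dye fluorescence rise; in these data hits start at about 4.7%; inactives centre near -7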
# KCNK9 inh: blocks the human KCNK9 two-pore domain potassium channel | 310,000 compounds, 1.2% hits | B-score at 10 µM | Q9NPC2 | HEK293 KCNK9, FluxOR thallium flux fluorescence; hits give low values;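 active = ratio B-score over 3 SD below the library mean, with starting fluorescence within 5 SD of its mean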;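 also: negative B-score means less thallium flux so channel inhibition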
# GSK3beta inhib: human GSK3beta kinase inhibition | P49841 | GST-GSK3beta kinase, ADP-Glo luminescence, 60 min; hits give low values | activity score (negative = inhibition), % at 10 µM | 300,000 compounds, 0.038% hits | AID 2097;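 active = more than half of replicate wells score below -50%, meaning over 50% inhibition versus plate controls; inconclusive = some replicates but at most half score below -50%; inactive = no replicate scores below -50%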;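 also: 0% = median DMSO wells and -100% = median GW8510 positive control wells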
# Target sequence (P49841 whole entry, looked up): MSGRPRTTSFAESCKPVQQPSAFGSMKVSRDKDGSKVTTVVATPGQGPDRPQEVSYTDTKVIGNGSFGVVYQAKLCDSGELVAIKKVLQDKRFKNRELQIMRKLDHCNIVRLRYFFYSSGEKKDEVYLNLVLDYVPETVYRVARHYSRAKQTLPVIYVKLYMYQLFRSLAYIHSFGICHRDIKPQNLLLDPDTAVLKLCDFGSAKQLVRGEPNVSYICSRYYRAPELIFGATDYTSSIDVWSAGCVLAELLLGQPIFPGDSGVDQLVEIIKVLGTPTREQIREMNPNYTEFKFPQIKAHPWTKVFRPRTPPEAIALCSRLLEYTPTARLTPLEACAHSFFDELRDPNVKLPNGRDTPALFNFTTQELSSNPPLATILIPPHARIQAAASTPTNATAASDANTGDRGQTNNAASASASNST
#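 test system = GST-tagged human GSK3beta kinase, cell-free | reagent = 25 µM ATP with peptide substrate | dosing = one dose of 10 µM per compound | schedule = 60 min reaction, RT | detection = luminescent ADP-Glo measurement of ADP formed | control set = DMSO neutral wells and GW8510 at 20 µM as positive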
# DYRK1A inh: Dyrk1A (rat) kinase inhibition; ADP-Glo luminescence, NFATc1 peptide; inhibition, % at 12.5 µM; 310,000 compounds, 0.43% hits; AID 504441; in the data active = inhibition above about 50%;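 also: plate controls were vehicle with enzyme for no effect and no enzyme for full effect; many of its hits are not listed in these tables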
# PolyA inh: blocks polyadenylation in yeast reporter cells | S. cerevisiae SKY197-pL101 polyadenylation reporter, beta-gal luminescence; efflux-impaired pdr1/pdr3 knockout yeast; score 100 = 6 SD above DMSO | calls only at 12 µM | 300,000 compounds, 0.02% hits | AID 1875;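 active = lowest replicate activity score at least 50, where 100 means six control SD above control mean; inconclusive = lowest score under 50 but half or more replicates reach 50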;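 also: yeast exposed to compound for 9 h at 30 °C; higher score means more reporter readthrough which indicates perturbed polyadenylation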
# KCNQ1 act: human KCNQ1 channel potentiation or activation; P51787; CHO-K1 KCNQ1, thallium flux FluxOR fluorescence; hits give high values; B-score at 10 µM; 310,000 compounds, 0.35% hits;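 active = fluorescence ratio B-score, a plate-corrected score, at least three library SD, with initial intensity B-score within 5 SD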
#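 Doses: Single concentration per compound, DMSO matched to controls | Test system: KCNQ1-transfected CHO-K1 cells | Timing: 90 min dye loading and 20 min compound exposure, both at room temperature | Measured by: Kinetic FluxOR thallium fluorescence, 10-s 1-Hz baseline, 110-s post-stimulus read | Medium: Assay buffer with matched DMSO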
# GSK3 alpha inh: blocks human GSK-3 alpha kinase; P49840; ADP-Glo luminescence, 60 min; inhibition, % at 10 µM; 320,000 compounds, 0.1% hits; AID 2650;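 in the data active = inhibition above about 50%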;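 also: GST-tagged GSK-3 alpha with peptide substrate and 25 µM ATP; 0% = DMSO neutral wells and 100% = GW8510 positive control wells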
# HDAC3 inh: human HDAC3 inhibition; O15379; recombinant HDAC3, fluorogenic peptide/trypsin coupled, fluorescence; inhibition, % at 8.3 µM; 320,000 compounds, 0.15% hits; AID 2718; in the data active = inhibition above about 26%, passing the limit was not always enough; inconclusive = no clear call, values can overlap the other calls
# KCNK3 inh: human KCNK3 channel inhibition, primary screen; CHO-KCNK3 thallium flux, FluxOR fluorescence; hits give low values; O14649; 340,000 compounds, 0.84% hits; B-score at 10 µM;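 active = B-score under library mean minus 4 SD, starting fluorescence ratio at most library mean plus 5 SD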;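 also: more negative B-score means stronger inhibition of thallium flux through KCNK3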
# Target sequence (O14649 whole entry, looked up): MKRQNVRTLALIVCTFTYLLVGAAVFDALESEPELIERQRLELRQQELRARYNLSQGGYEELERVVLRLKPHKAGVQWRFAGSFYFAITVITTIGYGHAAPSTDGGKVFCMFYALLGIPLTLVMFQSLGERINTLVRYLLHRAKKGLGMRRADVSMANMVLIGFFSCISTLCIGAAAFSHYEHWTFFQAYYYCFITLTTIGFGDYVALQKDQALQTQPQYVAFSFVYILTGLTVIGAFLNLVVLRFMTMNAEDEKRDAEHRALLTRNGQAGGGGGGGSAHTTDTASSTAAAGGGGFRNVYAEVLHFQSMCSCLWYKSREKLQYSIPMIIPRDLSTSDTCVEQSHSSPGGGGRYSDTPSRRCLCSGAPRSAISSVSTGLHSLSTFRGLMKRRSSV
# Starred values were filed as active, the others as inactive; i = inactive; u = inconclusive; x = not tested or not shown. Some of the compounds tested; rates above refer to the full screens.
SMILES,RGS4 pot,KCNQ1 inh,hERG rescue,KCNK9 inh,GSK3beta inhib,DYRK1A inh,PolyA inh,KCNQ1 act,GSK3 alpha inh,HDAC3 inh,KCNK3 inh
O/N=C1/CCCSc2ccccc21,i,i,-10.1,i,1.1,16.6,i,i,-2.9,4.0,i
O=c1cnnc(NCc2ccccc2)[nH]1,i,i,-2.6,i,-0.8,0.9,i,i,3.6,-4.8,i
COc1cccc2c(=O)cc(C)n(CC(=O)Nc3cccc(C)c3)c12,i,i,-12.0,i,0.7,-1.6,i,i,-3.3,-0.9,i
CCOC(=O)C1=C(C)NC(=O)NC1,i,i,-8.3,i,4.6,3.6,i,i,1.4,-2.2,i
CCCCn1c(CCC(=O)O)nc2cc(S(=O)(=O)N(C)C)ccc21,i,i,1.2,i,2.5,x,i,i,-3.4,-4.5,i
CCOc1ccccc1NC(=O)CN1C(=O)CSC(C)C1=O (centres undefined),i,i,-10.9,i,-3.0,x,i,i,x,x,i
Cc1ccc(C(=O)N2CCSCC2)cc1,i,i,-9.1,i,2.6,-1.2,i,i,0.3,11.6,i
COc1ccc(N2CCN(C(c3cc(OC)ccc3OC)c3nnnn3Cc3ccco3)CC2)cc1 (centres undefined),i,i,-1.9,i,1.2,-4.7,i,i,3.9,9.8,i
COc1ccc(CN2C(=O)NC3(CCCCC3)C2=O)cc1F,i,i,-8.8,i,2.5,4.2,i,i,-1.5,-11.3,i
C=CCOC(=O)C1=C[C@@H](c2ccc(C(F)(F)F)cc2)C[C@@H](OCCCCO)O1,i,i,-18.4,i,-4.7,2.6,i,i,-1.7,12.0,i
O=C(CC(C(=O)O)c1ccc(F)cc1)c1ccc(Cl)cc1 (centres undefined),i,i,-1.9,i,4.6,x,i,i,-5.4,5.9,i
Cc1cc(C)nc(Sc2ncnc(N)c2[N+](=O)[O-])n1,i,i,-12.3,i,-9.1,12.2,i,i,-1.2,-3.0,i
CCOC(=O)c1c(NC(=O)CSc2nnc(CNc3ccc(F)cc3)o2)sc(C)c1C,i,i,-11.8,i,-0.2,-3.9,i,i,1.0,-1.9,i
CCCCC1C2C(=O)N(c3ccc(C)cc3)C(=O)C2ON1c1ccccc1 (centres undefined),i,i,-6.0,i,-1.0,x,i,i,-1.9,u,i
COC(=O)c1ccc(-c2noc(CN(C)CC3CCCCO3)n2)cc1 (centres undefined),i,i,-7.5,i,3.2,-5.1,i,i,-3.1,-1.6,i
CCOC(=O)Cn1c(=O)oc2cc(S(=O)(=O)N3CCCC(C(=O)OCC)C3)ccc21 (centres undefined),i,i,-4.6,i,0.9,-1.0,i,i,0.3,3.6,i
Cc1cc(C)c(S(=O)(=O)NCCc2ccccc2)c(C)c1,i,i,-6.3,i,-0.2,-4.6,i,i,-1.4,-2.4,i
O=C(CN1CCN(c2ncccn2)CC1)Nc1ccccc1C(F)(F)F,i,i,-2.5,i,0.2,4.2,i,i,-3.2,2.4,i
CCC1(CC)C(=O)N(C)C(=O)NC1=Nc1ccccc1,i,i,-9.9,i,1.6,-5.9,x,i,-1.3,5.6,i
Cn1c(=O)[nH]c(=O)c2c1nc(N1CCCCCC1)n2CCCSc1nc2ccccc2o1,i,i,-18.4,i,-2.6,-4.0,i,i,1.3,11.1,i
CC(=O)N1CCN(S(=O)(=O)c2ccc(S(=O)(=O)N3CCCC(C)C3)cc2)CC1 (centres undefined),i,i,-7.7,i,0.0,-1.3,i,i,-1.8,-3.4,i
Cc1cc(Br)ccc1-n1[nH]c(C)c(C=Nc2cccc3nsnc23)c1=O,i,i,-5.9,i,0.2,-1.0,i,i,4.1,5.1,i
O=C(CCCO)N/N=C/c1ccccc1[N+](=O)[O-],i,i,-9.4,i,-2.6,3.5,i,i,-0.9,-1.9,i
Cc1ccc(-c2ccc(CCC(=O)O)n2-c2ccc(O)cc2)cc1,i,i,-15.1,i,4.1,5.1,i,i,0.4,7.2,i
COc1ccc(CNC(=O)c2cnn3c(C(F)F)cc(C)nc23)cc1,i,i,-6.4,i,-3.8,-5.6,i,i,4.3,3.6,i
NS(=O)(=O)c1ccc(CNC(=O)c2cc(=O)c3cc(Cl)ccc3o2)cc1,i,i,-8.2,i,5.3,3.7,i,i,-0.5,-5.2,i
CC(C)Cc1nc2n[nH]c(N)c2c2c1CCCC2,i,i,1.6,i,1.5,4.1,i,i,0.5,0.0,i
CC(C)C[C@H](NC(=O)c1[nH]cnc1C(=O)Nc1ccc(CNC(=O)OC(C)(C)C)cc1)C(=O)OCc1ccccc1,i,i,-11.2,i,-0.5,0.6,i,i,-4.7,3.1,i
O=C(O)C(F)=C(c1ccccc1)c1ccccc1,i,i,-5.8,i,2.0,-2.7,i,i,-11.5,-11.3,i
COCCCN=C(c1ccco1)n1c(=S)nc(-c2ccco2)n(CCCOC)c1=S,i,i,-6.8,i,0.7,-9.5,i,i,2.9,0.8,i
Cc1ccc(/C(N)=N/OC(=O)c2ccc3c(c2)OCO3)cc1,i,i,-1.2,i,0.1,-3.9,i,i,-0.7,-6.4,i
COCCn1c(Cc2ccccc2)nnc1SCC(=O)NC1CCCCC1,i,i,-4.5,i,1.0,3.5,i,i,1.3,0.1,i
CC/C(=N\NC(=O)c1csc(C)c1C)c1cccs1,i,i,-4.3,i,4.6,-3.7,i,i,-1.4,4.6,i
Cc1nnc(SCC(=O)Nc2nc(C(C)(C)C)cs2)s1,i,i,-3.0,i,1.6,0.0,i,i,-0.8,0.6,i
CCCC(C)NC(=O)C1CC(=O)N(CCc2ccc(F)cc2)C1 (centres undefined),i,i,-7.2,i,-1.1,-4.1,i,i,-2.1,u,i
COC(=O)c1cc(=O)n(Cc2cccs2)c(=Nc2ccc(F)cc2)s1,i,i,-6.8,i,2.7,-2.9,i,i,-1.0,-0.8,i
O=C(COC(=O)/C=C/c1ccc(OC(F)F)cc1)NC1CCCCC1,i,i,-16.2,i,0.9,-4.2,i,i,0.3,-4.8,i
CCOC(=O)C1=C(CS(=O)(=O)c2ccc(F)cc2)NC(=O)NC1c1ccc(O)c(O)c1 (centres undefined),i,i,-7.9,i,-1.9,1.3,i,i,-2.6,2.5,i
COc1ccc(NC(=O)N2CCN(S(C)(=O)=O)CC2)cc1,i,i,-7.3,i,-0.2,-2.7,i,i,2.3,-7.5,i
Cc1nc2ccc(S(=O)(=O)NCC(=O)N3CCC(N4CCCCC4)CC3)cc2s1,i,i,-2.5,i,-2.6,-1.6,i,i,-0.6,-5.0,i
Cc1ccnc(NC(=O)c2ccco2)n1,i,i,-3.1,i,1.2,-1.3,i,i,-1.9,3.5,i
COc1ccc(CC(=O)NCC(=O)N/N=C/c2cc(Br)ccc2OC)cc1,i,i,-14.4,i,0.7,-34.9,i,i,-0.3,0.8,i
COc1ccccc1C1C(C(=O)c2ccc(C)o2)=C(O)C(=O)N1c1cc(C)on1 (centres undefined),i,i,-2.0,i,-0.2,0.2,i,i,-2.3,6.2,i
C/C(=N\NC(=O)c1ccc(CSc2nncn2C)cc1)c1ccc(C#N)cc1,i,i,-3.4,i,-0.7,-0.4,i,i,-1.8,0.9,i
O=C(CCCN1C(=O)/C(=C/c2ccccc2Cl)SC1=S)NNC(=O)c1ccncc1,i,i,-6.1,i,1.1,-4.0,i,i,-1.5,3.9,i

# Part of the list above in another layout:
SMILES	RGS4 pot	KCNQ1 inh	hERG rescue	KCNK9 inh	GSK3beta inhib	DYRK1A inh	PolyA inh	KCNQ1 act	GSK3 alpha inh	HDAC3 inh	KCNK3 inh
CCOC(=O)C1=C(CS(=O)(=O)c2ccc(F)cc2)NC(=O)NC1c1ccc(O)c(O)c1 (centres undefined)	i	i	-7.9	i	-1.9	1.3	i	i	-2.6	2.5	i
COc1ccc(NC(=O)N2CCN(S(C)(=O)=O)CC2)cc1	i	i	-7.3	i	-0.2	-2.7	i	i	2.3	-7.5	i
Cc1nc2ccc(S(=O)(=O)NCC(=O)N3CCC(N4CCCCC4)CC3)cc2s1	i	i	-2.5	i	-2.6	-1.6	i	i	-0.6	-5.0	i
Cc1ccnc(NC(=O)c2ccco2)n1	i	i	-3.1	i	1.2	-1.3	i	i	-1.9	3.5	i
COc1ccc(CC(=O)NCC(=O)N/N=C/c2cc(Br)ccc2OC)cc1	i	i	-14.4	i	0.7	-34.9	i	i	-0.3	0.8	i
COc1ccccc1C1C(C(=O)c2ccc(C)o2)=C(O)C(=O)N1c1cc(C)on1 (centres undefined)	i	i	-2.0	i	-0.2	0.2	i	i	-2.3	6.2	i
C/C(=N\NC(=O)c1ccc(CSc2nncn2C)cc1)c1ccc(C#N)cc1	i	i	-3.4	i	-0.7	-0.4	i	i	-1.8	0.9	i
O=C(CCCN1C(=O)/C(=C/c2ccccc2Cl)SC1=S)NNC(=O)c1ccncc1	i	i	-6.1	i	1.1	-4.0	i	i	-1.5	3.9	i

# Next section
SMILES,RGS4 pot,KCNQ1 inh,hERG rescue,KCNK9 inh,GSK3beta inhib,DYRK1A inh,PolyA inh,KCNQ1 act,GSK3 alpha inh,HDAC3 inh,KCNK3 inh
Cc1ccsc1CNC1C2CC3CC(C2)CC1C3 (centres undefined),i,i,-4.7,i,-8.3,3.5,i,i,-3.8,1.3,i
C(=N\n1cnnc1)/C1CCCCC1,i,i,-10.4,i,0.9,-1.0,i,i,-0.4,-2.0,i
COc1cccc(C(C(=O)NC(C)(C)C)N(Cc2ccc(F)cc2)C(=O)CCC(=O)Nc2cc(C)on2)c1OC (centres undefined),i,i,-6.2,i,-2.6,-4.0,i,i,0.6,-1.4,i
O=C(O)c1ccc(NS(=O)(=O)c2cccc(C(=O)Nc3ccc([N+](=O)[O-])cc3)c2)cc1,i,i,-4.4,i,4.9,x,i,i,-1.6,2.1,i
COc1cccc(/C=N/NC(=O)c2ccccc2)c1OS(=O)(=O)c1ccccc1,i,i,-15.8,i,-0.1,-0.9,i,i,x,-0.7,i
O=C(Cc1ccccc1)N1CCNCC1,i,i,-3.9,i,1.2,-4.4,i,i,-2.1,-4.7,i
O=C1NC(=S)N/C1=C/c1cc([N+](=O)[O-])ccc1O,i,i,-10.1,i,-1.9,-0.8,i,i,5.4,17.7,i
Cc1cc(C(=O)N/N=C/c2ccc([N+](=O)[O-])s2)c2ccccc2n1,i,i,-8.2,i,-3.8,2.2,i,i,-0.9,0.0,i
